# Dengue inhibitors: Dengue virus cytopathic effect inhibitors, cell-based, CPE readout, HTS (AID 540333); Dengue virus CPE inhibition in host cells; stronger effect = higher value; CPE inhibition, % at 20 µM; actives 3.1% (n = 10,000); in the data active = CPE inhibition mostly above about 9.1%, no sharp cut-off; inactive = mostly below about 7.2%
# Numbers without * were called inactive; i = inactive. Only part of the results is shown (hit frequency here may not be typical).
Structure,Dengue inhibitors
O=C(CN1C2=NCCCN2c2ccccc21)c1ccc(Cl)cc1Cl,3.5
CC[n+]1c(-c2ccc(C)cc2)csc1Nc1c(C)n(C)n(-c2ccccc2)c1=O,1.4
O=C1C2C3C=CC(C4CC34)C2C(=O)N1/N=C/c1cccs1 (stereo not drawn),0.1
Cn1cc([N+](=O)[O-])c(C(=O)NCc2cc3ccccc3[nH]2)n1,i
CC(C)[C@H](NC(=O)c1ccccc1)C(=O)OCc1nc2scc(-c3ccccc3)c2c(=O)[nH]1,0.2
Cn1c(C=O)c(C#Cc2ccccc2)c2ccccc21,i
COc1ccccc1NS(=O)(=O)c1cc(NC(=O)c2cc3ccccc3oc2=O)ccc1C,6.8
COc1cc(Cl)cc(/C=C/c2ccc3ccccc3n2)c1OC(C)=O,i
CCOc1cc(NC(=S)NCCCOC)c(OCC)cc1NC(=O)c1ccco1,i
C=CCOc1ccc(Br)cc1CNCCCN1CCOCC1,1.2
COc1cccc(/C=C2\SC(=S)N(N3CCOCC3)C2=O)c1OC,0.7
CCC(=O)N/N=C(\C)CC(=O)Nc1cc(Cl)ccc1C,1.4
O=C(Nc1cccc(F)c1)c1ccc(Br)o1,i
Cc1ccc(/C=C/C(=O)NCc2ccccn2)o1,0.1
CCc1ccc(OCC(=O)N2c3ccccc3CCc3ccccc32)cc1,14*
CCOC(=O)/C=C/C(=O)Nc1ccccc1C(=O)NC1CCCCC1,2.0
O=C(NC(=S)N1CCc2ccccc21)c1ccccc1,i
COc1cc(NC(=O)CN2C(=O)C(c3ccccc3)=NC23CCCCCC3)cc(OC)c1,14*
CCOC(=O)/C(C#N)=C/c1c(OCC)n(CC)c2ccccc12,0.3
CC1CCc2cc(F)ccc2N1C(=O)c1ccncc1 (stereo not drawn),i
O=C1COc2ccc(C(=O)c3ccccc3C(=O)O)cc2N1,0.3
COc1ccc2nc(NC(=O)c3ccc(NS(=O)(=O)c4cccs4)cc3)sc2c1,1.0
CSc1nc2c(cc1C#N)CCCCC2,i
COc1ccc2nc3ccccc3nc2c1NC(=O)c1ccc(Cl)cc1Cl,1.0
COC(=O)C1=C(C)N(Cc2ccccc2)C(=O)N[C@H]1c1cccc(F)c1,0.1
COc1ccc(C2CC(c3ccc4ccccc4c3OC(C)=O)=NN2C(=O)/C=C/c2ccccc2)cc1 (stereo not drawn),3.8
O=C(CC1S/C(=N/N=C/c2c[nH]c3ccc(OCc4ccccc4)cc23)NC1=O)Nc1ccccc1 (stereo not drawn),i
C#CCNC(=O)C1=C[C@H](c2ccc(C#C)cc2)C[C@H](OCc2ccc(CO)cc2)O1,i
C/C(N)=C(/C#N)C(=O)COC(=O)c1cc(-c2ccc(C)cc2)nc2ccccc12,0.4
COc1cc(C2C(C#N)=C(N)Oc3c2ccc2ccccc32)ccc1OCC(=O)Nc1ccc(C)cc1 (stereo not drawn),3.7
CN1CCN(NC(=O)c2ccc(Br)c(S(=O)(=O)N3CCOCC3)c2)CC1,i
Cc1cccc(NC(=O)CSc2ccc(C(N)=O)cc2[N+](=O)[O-])c1C,i
Cc1ccc(NC(=O)Cc2sc(C)nc2-c2ccc(C)cc2)cc1,0.1
COc1cc(C(CC(=O)N2CCCC2)c2c(OC)cc(OC)c3ccc(=O)oc23)cc(OC)c1OC (stereo not drawn),1.0
Cc1nnc(SC(C)C(=O)NC2CCCc3ccccc32)n1-c1ccccc1 (stereo not drawn),1.8
CC(C)c1nc(C#N)c(N2CCOCC2)o1,i
Cc1nc2ccc(NC(=O)c3ccc(Cl)c([N+](=O)[O-])c3)cc2s1,0.0
Cn1cncc1C#Cc1ccc2cc(CCCO)oc(=O)c2c1,i
Fc1ccc2nc(Nc3nc4c(F)cc(F)cc4s3)sc2c1,1.2
CN(C)CCCCOc1cccc(Br)c1,0.4
Cc1cc(C(=O)NNC(=S)NCC(C)C)cs1,i
CCn1c(=O)c(=O)[nH]c2cc(C(=O)NCC3CCCCC3)ccc21,0.0
Cc1nn(C(=O)c2nn(C)cc2Cl)c(C)c1Br,i
Cc1ccc(S(=O)(=O)N(C)Cc2ccc(C(=O)N/N=C3\CCCC(=O)C3)cc2)cc1,i
COC(=O)c1ccccc1OCCOCCOc1cccc2cccnc12,i
CCc1sc(C(=O)Nc2ccc(F)cc2C)cc1C,1.3
COc1ccc2c(c1)CC[C@@H]1[C@@H]2CC[C@]2(C)[C@@H](C(C)=O)C[C@@H]12,0.2
S=C(NCCCn1ccnc1)NC1CCCCC1,0.6
COc1ccccc1Nc1nc(N)nc(CSC(=S)N2CC(C)CC(C)C2)n1 (stereo not drawn),7.4
Cc1ccc(S(=O)(=O)NCCC(=O)Nc2ccc(C)c(Cl)c2)cc1C,13*
O=C(COC(=O)C1CCC(=O)N1)Nc1cc(Cl)ccc1Cl (stereo not drawn),0.3
CCc1cc(=O)oc2cc(OCC=C(C)C)ccc12,i
O=C1CCCc2c1cc(-c1ccccc1)n2-c1ccc(O)cc1,1.7
CCCOc1cccc(C(=O)NC(=S)Nc2ccccc2)c1,0.3
CCN1CCN(S(=O)(=O)c2ccc(C)c([N+](=O)[O-])c2)CC1,0.4
O=[N+]([O-])c1ccccc1S(=O)(=O)n1nnc2ccccc21,0.2
CCOC(=O)c1c(CSc2ccc(C)cc2)oc2ccc(O)cc12,21*
Cc1ccc(NC(=S)NC(C)CCc2ccccc2)cc1C (stereo not drawn),19*
C=CCc1cc(Cl)ccc1OCCCNC(C)CC (stereo not drawn),i
CC(C)Cc1csc(NC(=O)c2ccc(Cl)cc2)c1C(=O)O,0.7

# Further entries follow:
Structure,Dengue inhibitors
Cc1ccc(Nc2ccc(C(=O)NCCc3ccccc3)cn2)cc1,0.5
CN(CC1COc2ccccc2O1)C(=S)Nc1ccccc1F (stereo not drawn),0.3
Cc1ccc(C(=O)NNC(=O)CCC(=O)Nc2cc(C)on2)cc1,0.8
O=C(/C=C/c1ccc(Cl)cc1)Nc1ccccc1N1CCOCC1,0.6
CCCn1nc([N+](=O)[O-])c(C(C#N)c2nc3ccccc3o2)c(Cl)c1=O (stereo not drawn),0.7
O=S1(=O)CCC(NC(=S)N2CCOCC2)C1 (stereo not drawn),i
C/C(CC(=O)Nc1cccc2c1CCCC2)=N\NC(=O)c1cccc2ccccc12,0.3
O=C(NN1C(=O)C2C3c4ccccc4C(c4ccccc43)C2C1=O)c1ccc(Cl)cc1 (stereo not drawn),i
Clc1ccc(-c2csc3ncnc(Cl)c23)cc1,2.4
COc1ccc(/C=C/C(=O)c2ccc(C)c([N+](=O)[O-])c2)cc1O,i
CCOC(=O)c1c(C)[nH]c(C)c1C(=O)COC(=O)/C=C/c1ccc(OC(F)F)cc1,10*
CCN(CC(=O)NC1CCS(=O)(=O)C1)S(=O)(=O)c1ccc(C)c(C)c1 (stereo not drawn),1.3
O=C(Nc1nccs1)[C@@H]1CC=C[C@@H]2CCN(Cc3ccccc3)C(=O)[C@@H]21,i
CC(=O)N1CCN(CC(=O)c2ccc(Br)cc2)CC1,i
O=C(N/N=C\c1ccc(CNS(=O)(=O)c2ccccc2)o1)C(=O)Nc1ccc(F)cc1,2.6
COc1cc(NC(=S)Nc2cccnc2)cc(OC)c1,0.9
O=C(CCN1C(=O)c2ccccc2C1=O)Nc1ccc(-c2nc3ccccc3s2)cc1,8.8
C=CCn1c(O)c(N=NC(=O)c2ccccc2NS(=O)(=O)c2cccs2)c2ccccc21,4.6
O=C1CN(C(=O)C2CCCC2)CCN1,i
Cc1ccc(-n2c(SCC(=O)N/N=C/c3ccc(C)s3)nnc2-c2ccccc2)cc1,6.8
CC(C)CNC(=S)NC(=O)c1ccc(F)cc1,0.4
Oc1c(C=C2N=c3ccccc3=N2)sc(=S)n1C1CCCC1,0.9
CCNC(=S)NNC(=O)c1csc(C)c1,0.5
COc1ccc(-n2c(C)cc(/C=N/Nc3nnc(C)n3N)c2C)cc1,i
Cc1c(C(=O)OCC(=O)NCCN2C(=O)CSC2=O)oc2c1ccc1ccccc12,i
Fc1ccccc1NC(=S)NCc1ccc2c(c1)OCO2,0.7
Cc1cccc(Oc2ncnc(N)c2[N+](=O)[O-])c1,0.2
CCCCNS(=O)(=O)/C=C/c1ccccc1,i
O=C(CN1CCCCCC1)N/N=C/c1cccc(Cl)c1Cl,1.4
Cc1cccc(CNCc2ccccc2)c1,1.4

# No new results follow: entries from further up.
Structure,Dengue inhibitors
Fc1ccccc1NC(=S)NCc1ccc2c(c1)OCO2,0.7
Cc1cccc(Oc2ncnc(N)c2[N+](=O)[O-])c1,0.2
CCCCNS(=O)(=O)/C=C/c1ccccc1,i
O=C(CN1CCCCCC1)N/N=C/c1cccc(Cl)c1Cl,1.4
Cc1cccc(CNCc2ccccc2)c1,1.4

# (list continues)
Structure,Dengue inhibitors
COc1ccc(-n2c(-c3ccc(C)cc3)n[nH]c2=S)cc1,i
CCn1cc([N+](=O)[O-])c(C(=O)Nc2ccn(C34CC5CC(CC(C5)C3)C4)n2)n1,0.1
Cc1cc(C)c(OCCOCCN(C)C)c(Br)c1,1.1
CCOC(=O)N1CCC(=NNC(=O)c2ccccc2F)CC1,0.7
C/C(=C\c1ccccc1)C(=O)Nc1nc2ccc([N+](=O)[O-])cc2s1,i
CCN(CC)S(=O)(=O)c1ccc(N2CCOCC2)c(NC(=O)Cc2cccc3ccccc23)c1,0.7
CCN(CC)S(=O)(=O)c1cccc(NC(=O)/C=C/c2cccc([N+](=O)[O-])c2)c1,0.2
CCn1c(SCC(=O)N2c3ccccc3CCc3ccccc32)nnc1-c1ccc(OC)cc1,1.1
CCOC(=O)CCCCCC(=O)Nc1ccc2c(c1)CC(=O)N([C@@H](C)CO)C[C@@H](C)[C@@H](CN(C)C(=O)Nc1ccc(C(F)(F)F)cc1)O2,0.2
Cc1ccccc1NC(=S)NCc1ccc(Cl)cc1,i
Cc1cc2nnc(SCC(=O)Nc3cc(S(=O)(=O)N4CCOCC4)ccc3Cl)n2c2ccccc12,i
CC(Cc1ccccc1)C(=O)NCCO (stereo not drawn),0.4
Cc1oc(-c2cc(Cl)cc(Cl)c2)cc1C(=O)NCCc1ccccc1,4.3
CC(C)c1ccc(NC(=O)COC(=O)[C@H](CCC(N)=O)NC(=O)c2ccc(F)cc2)cc1,i
O=C(CS(=O)CC(=O)N(c1cccc(F)c1)C(C(=O)NC1CCCCC1)c1ccco1)Nc1ccc(F)cc1 (stereo not drawn),0.3
Cc1ccc(NC(=O)c2cc(S(=O)(=O)NCCC3=CCCCC3)ccc2F)cc1F,1.3
Cc1cc(S(=O)(=O)NCC(C)C)ccc1OCC(=O)NCC1CCCO1 (stereo not drawn),0.9
O=C1CN(c2ccc(Cl)cc2)C2(CCCCC2)S1,i
NC(CC(=O)O)c1ccc(Br)cc1 (stereo not drawn),0.0
O=C1C2CC=CCC2C(=O)N1c1ccc(NCCc2ccc(Cl)cc2)c([N+](=O)[O-])c1 (stereo not drawn),0.5
CCN(CC)c1ccc(/C=N/Nc2ccc(C)cc2)c(O)c1,i
O=[N+]([O-])c1ccc(N2CCOCC2)cc1SCc1ccco1,0.1
COc1cc(NC(=O)COC(=O)CC(C)(C)C)c(C)cc1[N+](=O)[O-],0.2
Cc1c(NC(=O)CSc2nnc(Nc3ccccc3)s2)c(=O)n(-c2ccccc2)n1C,i
Cc1cc(C)c2c(c1)cc(C)c1nnc(SCC(=O)N3CCCc4ccccc43)n12,1.4
Cc1ccc2cccc(OCCOCCOc3ccccc3Br)c2n1,0.9
COc1cc(/C=N/Nc2ccc3ccccc3c2)ccc1OC(=O)c1ccco1,1.7
Cc1cc(C)c(OCC(=O)Nc2ccccn2)c([N+](=O)[O-])c1,i
CC1=CC(=Nc2c(C)n(C)n(-c3ccccc3)c2=O)C=C(C)C1=O,1.2
Cc1ccc2nc(-c3ccc(NC(=O)COC(=O)c4ccco4)cc3)sc2c1,2.3
Brc1ccc(-c2csc(NC3=NCCCCC3)n2)cc1,1.5
Cc1ccsc1/C=N/NC(=O)c1ccco1,1.2
CCOC(=O)c1ccc2c(c1)sc(=NC(=O)c1ccco1)n2CCOC,i
Cc1ccc(C(=O)NC(=S)NCCN2CCOCC2)cc1,0.3
COc1ccccc1N(CC(=O)NC(C)C)S(=O)(=O)c1cccs1,i
O=C1OCCC1Sc1nnc(-c2ccc(F)cc2)n1Cc1ccccc1 (stereo not drawn),i
Cc1nn(CC(=O)Nc2ccc(Cl)cn2)c(C)c1Br,0.3
COc1cc(C(=O)NCc2ccc(-c3nc4ccccc4s3)cc2)cc(OC)c1OC,1.9
O=C(O)CCCCCn1c(O)c(C=C2N=c3ccccc3=N2)sc1=S,12*
CCn1cc(Cl)c(C(=O)NNC(=O)CCn2cc([N+](=O)[O-])cn2)n1,i
COc1ccccc1N(C)S(=O)(=O)c1ccc(C(=O)Nc2ccc3nc(C)sc3c2)cc1,0.7
CCC(=O)c1ccc(OCC(O)CNC(C)c2ccccc2)cc1 (stereo not drawn),0.5

# Entries above with a cyano group:
Structure,Dengue inhibitors
CCOC(=O)/C(C#N)=C/c1c(OCC)n(CC)c2ccccc12,0.3
CSc1nc2c(cc1C#N)CCCCC2,i
C/C(N)=C(/C#N)C(=O)COC(=O)c1cc(-c2ccc(C)cc2)nc2ccccc12,0.4
COc1cc(C2C(C#N)=C(N)Oc3c2ccc2ccccc32)ccc1OCC(=O)Nc1ccc(C)cc1 (stereo not drawn),3.7
CC(C)c1nc(C#N)c(N2CCOCC2)o1,i
CCCn1nc([N+](=O)[O-])c(C(C#N)c2nc3ccccc3o2)c(Cl)c1=O (stereo not drawn),0.7

# High-throughput results from PubChem.
